# Compound activity as filed in PubChem.
# IL1B NFkB inh: blocks IL-1B driven NFkB nuclear translocation in HUVEC cells. HUVEC IL-1B NFkB p65 nuclear translocation imaging. inhibition, % at 2 µM. 94,000 tested, 0.43% active;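 active means inhibition above about 30% together with a positive call from visual inspection of the well image, limit read from the data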;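 further: nuclear over cytoplasmic p65 intensity ratio measured by imaging; 0% = IL-1B stimulated DMSO wells and 100% = unstimulated DMSO wells; values of inactives mirror those of a sister screen read the other way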
# IL1B NFkB pot: enhances IL-1B driven NFkB nuclear translocation | HUVEC IL-1B NFkB p65 nuclear translocation imaging | activation, % at 2 µM | 94,000 tested, 0.3% active | AID 819;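 active means activation above 40%, about the mean plus 3 SD, also judged a hit on visual image review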;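 further: percent activation is computed from the nuclear over cytoplasmic p65 intensity ratio; values of inactives mirror those of a sister screen read the other way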
# PLAP inhibition: PLAP enzyme inhibitors, biochemical, luminescence, HTS (AID 690). purified PLAP, luminescent substrate; higher % means a stronger effect. one-dose inhibition, % at 20 µM; IC50 in µM for titrated hits. 96,000 tested, 0.08% active; in the data active means a potency from the dose series; inactive means the rest, 99 in 100 with inhibition below about 30%; further: strong numbers were not always called active
# Bcl-B displacement: displacers of TR3 peptide from Bcl-B, primary screen, selectivity assay for Bfl-1 inhibitor project, biochemical, fluorescence polarization. 96,000 tested, 0.11% active. displacement, % at 20 µM; hits with a dose series show IC50 in µM. AID 748. FP displacement of FITC-TR3 peptide from Bcl-B; higher % means a stronger effect;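 active means displacement above 50% at 20 µM plus a fluorescence interference ratio under 1.5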;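 further: plate controls were wells without compound for no effect and wells lacking Bcl-B protein for full effect; a part of the inactive calls stands beside numbers as strong as those of hits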
# MRP reversal: compounds reversing MRP-mediated drug resistance; H69AR cells + 2 uM doxorubicin, CellTiter-Glo, 72 h; differential viability (reversal), % at 10 µM; 85,000 tested, 0.04% active; AID 602;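 active means viability drop by adding the cancer drug above about 55%, with treated viability meeting a 40% cutoff, limit read from the data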;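 further: viability without doxorubicin minus viability with 2 µM doxorubicin for each compound; larger differential means the compound sensitizes cells more to doxorubicin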
# MRP reversal cytotoxicity: also measured in MRP reversal; calls as there; viability, %; H69AR cells, CellTiter-Glo, 72 h; measured here: cytotoxicity without doxorubicin
# MRP reversal with doxorubicin: second read-out of MRP reversal, no call of its own (marks repeat the call); viability, %; measured here: viability with 2 uM doxorubicin; active compounds read low
# IL1B NFkB inh cell count 2 µM: further read-out of IL1B NFkB inh, marked with its call; cell count; measured here: cells passing quality filter;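 raw number of nuclei counted in each imaged well without normalization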
# IL1B NFkB pot cell count 2 µM: recorded beside IL1B NFkB pot, whose call it bears; cell count; measured here: cells passing quality filter
# * hit, by the source's call; · = not tested or not shown.
# The opening 14 compounds, ahead of the listing:
SMILES,IL1B NFkB inh,IL1B NFkB inh cell count 2 µM,IL1B NFkB pot,IL1B NFkB pot cell count 2 µM,PLAP inhibition,Bcl-B displacement,MRP reversal,MRP reversal cytotoxicity,MRP reversal with doxorubicin
Cc1ccc(O)c(CNc2nc3ccccc3n2C)c1,-3,172,3,172,2%,-13%,4,88,85
CCn1c2ccccc2c2cc(NC(C)=O)ccc21,4,154,-4,154,23%,-8%,8,100,92
CC1(C)CC(=O)C2=C(C1)N(c1ccc(F)cc1)C(=O)CC2c1ccccc1 (configuration not stated),12,151,-12,151,-47%,-8%,12,91,80
COc1ccccc1Nc1nc(N)nc(CN2CCN(c3ccccc3F)CC2)n1,-6,118,6,118,-50%,-2%,-13,81,93
c1ccc(Nc2n[nH]nc2-c2ccccc2)cc1,-2,188,2,188,-70%,3%,6,94,88
CCCCN(CC)CCNc1c(N2CCN(C(=O)OCC)CC2)c(=O)c1=O,-6,117,6,117,-24%,6%,-2,94,96
O=C(c1cccs1)c1coc2ccc(O)cc12,-27,137,27,137,5%,26%,19,101,82
N#CCc1nc(CSc2nc3ccccc3o2)cs1,-3,168,3,168,-38%,-12%,3,91,88
O=C(CN1CCN(c2ccccc2F)CC1)c1ccc2cc[nH]c2c1,-27,184,27,184,-11%,-13%,8,102,94
O=C1CCCN1CCCN1C(=O)N[C@@H](Cc2ccccc2)C1=O,-8,169,8,169,5%,-2%,-2,100,102
CCC1(CC)C(=O)C(C)(C)C(=O)OC1c1cccs1 (configuration not stated),-11,140,11,140,4%,3%,16,99,82
COc1ccc(CCNc2ncnc3nc[nH]c23)cc1OC,·,·,·,·,-83%,2%,3,90,87
Cc1ccc(N2C(=O)C(Cl)=C(NCCO)C2=O)c(C)c1,2,201,-2,201,2%,-10%,-5,84,89
O=C(c1ccccc1Cl)N1CCN(c2ccccn2)CC1,-11,139,11,139,-3%,1%,3,89,86

# The listing, previewed entries included:
SMILES,IL1B NFkB inh,IL1B NFkB inh cell count 2 µM,IL1B NFkB pot,IL1B NFkB pot cell count 2 µM,PLAP inhibition,Bcl-B displacement,MRP reversal,MRP reversal cytotoxicity,MRP reversal with doxorubicin
Cc1ccc(O)c(CNc2nc3ccccc3n2C)c1,-3,172,3,172,2%,-13%,4,88,85
CCn1c2ccccc2c2cc(NC(C)=O)ccc21,4,154,-4,154,23%,-8%,8,100,92
CC1(C)CC(=O)C2=C(C1)N(c1ccc(F)cc1)C(=O)CC2c1ccccc1 (configuration not stated),12,151,-12,151,-47%,-8%,12,91,80
COc1ccccc1Nc1nc(N)nc(CN2CCN(c3ccccc3F)CC2)n1,-6,118,6,118,-50%,-2%,-13,81,93
c1ccc(Nc2n[nH]nc2-c2ccccc2)cc1,-2,188,2,188,-70%,3%,6,94,88
CCCCN(CC)CCNc1c(N2CCN(C(=O)OCC)CC2)c(=O)c1=O,-6,117,6,117,-24%,6%,-2,94,96
O=C(c1cccs1)c1coc2ccc(O)cc12,-27,137,27,137,5%,26%,19,101,82
N#CCc1nc(CSc2nc3ccccc3o2)cs1,-3,168,3,168,-38%,-12%,3,91,88
O=C(CN1CCN(c2ccccc2F)CC1)c1ccc2cc[nH]c2c1,-27,184,27,184,-11%,-13%,8,102,94
O=C1CCCN1CCCN1C(=O)N[C@@H](Cc2ccccc2)C1=O,-8,169,8,169,5%,-2%,-2,100,102
CCC1(CC)C(=O)C(C)(C)C(=O)OC1c1cccs1 (configuration not stated),-11,140,11,140,4%,3%,16,99,82
COc1ccc(CCNc2ncnc3nc[nH]c23)cc1OC,·,·,·,·,-83%,2%,3,90,87
Cc1ccc(N2C(=O)C(Cl)=C(NCCO)C2=O)c(C)c1,2,201,-2,201,2%,-10%,-5,84,89
O=C(c1ccccc1Cl)N1CCN(c2ccccn2)CC1,-11,139,11,139,-3%,1%,3,89,86
Cn1c(CNc2ccc(Cl)cc2)nnc1SCc1ccccc1,11,207,-11,207,31%,-4%,-13,84,97
Cc1cc(C)n2cc(CSc3nnnn3-c3ccccc3C)nc2n1,8,195,-7,195,-42%,19%,15,93,78
Cc1cccc(Oc2ncnc3oc(-c4ccccc4)cc23)c1C,-2,130,2,130,-29%,-3%,·,·,·
Oc1ccccc1-c1cc(C(F)(F)C(F)F)[nH]n1,6,99,-6,99,-88%,4%,·,·,·
COc1ccc(N2C(=NC(C)=O)SC3CS(=O)(=O)CC32)cc1OC (configuration not stated),-5,168,5,168,-4%,-2%,5,92,87
COCC(=O)Nc1nc2ccc(S(C)(=O)=O)cc2s1,·,·,·,·,1%,-3%,·,·,·
CCOC(=O)C1=C(C)N(c2ccccc2)C(=O)C1CC(=O)O (configuration not stated),10,120,-10,120,-30%,7%,1,91,90
CCOc1ccc(NC(=O)C2CCCN(S(=O)(=O)c3cccc4nsnc34)C2)cc1 (configuration not stated),7,203,-7,203,-18%,-11%,6,94,88
O=S(=O)(NCCCO)c1ccc2c(c1)Cc1cc(S(=O)(=O)NCCCO)ccc1-2,5,82,-5,82,-1%,-2%,3,100,97
O=C(O)CCC(NS(=O)(=O)c1ccc(N2CCCC2=O)cc1)C(=O)O (configuration not stated),·,·,·,·,-12%,-8%,·,·,·
CCN(C(=O)COC(=O)c1ccccc1Nc1cccc(C)c1C)C1CCS(=O)(=O)C1 (configuration not stated),10,90,-10,90,-27%,9%,-7,81,87
Nc1ccc(C(=O)N2CCCC2)cc1,-35,138,35,138,·,·,10,97,87
COCCNC(=O)c1cc2sc3ccccc3c2s1,-4,114,4,114,4%,-6%,-1,93,94
O=C(Nc1ccc2sccc2c1)c1ccc(Cl)s1,·,·,·,·,6%,0%,-24,70,94
Cc1c(NC(=O)CN2CCN(c3ccccc3)CC2)c(=O)n(-c2ccccc2)n1C,-8,181,8,181,-2%,1%,14,111,97
CC(NC(=O)c1ccncc1)C(C)(C)C (configuration not stated),-8,160,8,160,18%,1%,-17,97,115
c1cncc(-c2nn3c(Cn4nnc5ccccc54)nnc3s2)c1,19,221,-19,221,-5%,-16%,18,86,68
COc1cccc(/C=N\n2c(C)nnc2C)c1OC,17,132,-17,132,9%,1%,·,·,·
C/C(=N\O)C1/C(=N/O)CC2C1C2(C)C (configuration not stated),9,191,-9,191,-24%,-9%,-6,92,98
CCN1CCc2c(C#N)c(N3CCOCC3)nc(N3CCOCC3)c2C1,13,127,-13,127,-10%,-3%,-8,76,84
CC(C)c1nccn1S(=O)(=O)c1cc(Cl)ccc1Cl,-2,187,2,187,10%,-8%,3,96,93
C=CCNc1nc(C)c(C(C)=O)cc1C#N,-7,151,3,50,10%,3%,3,104,101
COCCNC(=O)c1cc(-c2ccc(Cl)c(Cl)c2)on1,·,·,·,·,1%,-2%,-18,67,85
CCSCCNC(=O)c1cncc(Br)c1,8,117,-8,117,-3%,-3%,11,87,76
Cn1cc(S(=O)(=O)CC(=O)Nc2ccc3c(c2)OCCO3)c2ccccc21,-2,127,2,127,·,·,-2,88,90
CCC(C)Nc1nc(SC(C(C)=O)C(C)=O)nc(N(C)C)n1 (configuration not stated),-1,140,1,140,-27%,4%,-9,97,107
CCOC(=O)C1=C(C)NC(=O)NC1c1ccc2c(c1)OCCO2 (configuration not stated),-8,77,8,77,0%,3%,4,84,80
O=C(O)c1ccc(CN2C(=O)CSC2=S)cc1,5,107,-5,107,-10%,-24%,-13,85,98
CN(C)c1ccc(CNC(=O)c2ccc(CNc3c(N4CCCCC4)c(=O)c3=O)cc2)cc1,-1,170,1,170,25%,5%,·,·,·
CCOc1ccc(-n2c(SC(C)C)nc3c(c2=O)SCC3)cc1,·,·,·,·,17%,-1%,32,71,39
COc1ccccc1Oc1ccc2c(c1)C(=O)N(c1ccc(Br)c3cccnc13)C2=O,8,93,-8,93,-14%,11%,·,·,·
O=C(CSc1nc(Nc2ccccc2)nc(N2CCOCC2)n1)Nc1ccc2c(c1)OCCO2,-16,98,16,98,16%,-12%,-17,51,67
CN(C)S(=O)(=O)c1ccc(C(=O)OCC(=O)Nc2ccccc2OC(F)F)cc1,-2,137,2,137,14%,-3%,·,·,·
CCOC(=O)c1nnn(-c2nn3nnnc3c3ccccc23)c1C,-21,139,21,139,-8%,-9%,-24,44,69
Cc1cc(C)cc(C(=O)N2CC(C)OC(C)C2)c1 (configuration not stated),-5,119,5,119,-4%,-19%,5,101,96
CN(CCNC(=O)C1(O)c2ccccc2NC(=O)N1c1ccccc1)Cc1ccccc1 (configuration not stated),·,·,·,·,-16%,-3%,6,97,92
COCC(C)NS(=O)(=O)c1ccc(C)cc1 (configuration not stated),-4,184,4,184,15%,-1%,·,·,·
O=C(N/N=C/C=C/c1ccccc1)c1cc2c(ccc3ccccc32)o1,0,122,1,122,-14%,-33%,·,·,·
COc1cc2cc3c(N)c(C(=O)NCc4ccco4)sc3nc2cc1OC,-6,141,7,141,-37%,-20%,-10,60,70
O=C(Cc1ccccc1)Nc1nonc1NC(=O)c1ccccc1,-4,175,4,175,-12%,3%,27,98,71
Cc1ccc(C2C(C(=O)c3sc(C)nc3C)=C(O)C(=O)N2CCN(C)C)o1 (configuration not stated),6,165,-6,165,-24%,6%,10,101,91
Cc1ccc(-c2noc(COc3ccccc3C)n2)cc1,-20,144,21,144,18%,-6%,1,92,91
CCOc1ccccc1NS(=O)(=O)c1cccs1,10,94,-10,94,9%,-14%,2,81,79
COc1ccc(-c2ccc(=O)n(Cc3cc(=O)n4ccccc4n3)n2)cc1,-17,108,17,108,-60%,-1%,10,88,78
Cc1c(/C=N/n2cnnc2)c2ccccc2n1CCOc1ccccc1,3,108,-3,108,-5%,-6%,-26,32,59
Cc1noc(/C=C/N(C)C)c1S(=O)(=O)N(C)CC(=O)N1CCc2ccccc21,-8,161,8,161,-13%,1%,13,98,85

# The listing continues:
SMILES,IL1B NFkB inh,IL1B NFkB inh cell count 2 µM,IL1B NFkB pot,IL1B NFkB pot cell count 2 µM,PLAP inhibition,Bcl-B displacement,MRP reversal,MRP reversal cytotoxicity,MRP reversal with doxorubicin
COc1ccc(C(=O)N2CCN(c3nc4ccccc4o3)CC2)cc1OC,-13,200,13,200,-61%,1%,0,95,94
CC(C)(C)c1ccc(OCc2ccc(C(=O)N/N=C/c3ccc([N+](=O)[O-])cc3)o2)cc1,-6,158,6,158,8%,-7%,·,·,·
COc1ccc(-n2ncc3c(NCc4ccccn4)ncnc32)cc1,·,·,·,·,10%,10%,-4,87,91
CCOc1ccc(NC(=O)c2cc3n(n2)C(C(F)(F)F)CC(c2ccco2)N3)cc1 (configuration not stated),4,158,-4,158,-6%,14%,6,63,57
O=C(Nc1ccccc1N1CCOCC1)c1ccccc1[N+](=O)[O-],0,161,0,161,3%,-4%,·,·,·
CCC(=O)Nc1ccccc1C(=O)OCC(=O)c1ccc2ccccc2c1,-5,154,5,154,-33%,-20%,·,·,·
CCn1c(SCC(=O)NCc2ccccc2)nc2ccccc2c1=O,-20,171,20,171,10%,7%,-1,105,106
O=C(CN1C(=O)CCSc2ccccc21)Nc1ccc(F)cc1,·,·,·,·,-14%,-6%,17,105,88
COCCn1c(SCc2nnc(-c3ccc(OC)c(OC)c3)o2)nc2sc3c(c2c1=O)CCC3,0,117,0,117,·,·,-17,51,69
N/C(=N\c1nc2c(c(=O)[nH]1)CCCC2)Nc1ccc(Oc2ccccc2)cc1,-39,153,39,153,·,·,17,86,69

# An excerpt, so the mix of outcomes need not match the whole.
